# TAG inh = inhibitors of triacylglycerol accumulation; H9c2 cells, Nile Red lipid (TAG) fluorescence; cells loaded with 200 µM oleic acid; inhibition, % at 12.5 µM; 230,000 tested, 0.66% active; AID 651582;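 active means pattern-corrected inhibition of lipid staining of at least 50% with the nuclear-stain viability signal not falling by more than 50%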;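 further: 0% = DMSO wells and 100% = triacsin C control wells; some results filed as inactive read as strong as hits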
# TAG inh DAPI viability = recorded beside TAG inh, whose call it bears; DAPI nuclei signal change (viability), lower = more cytotoxic, %;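 whole-well DAPI fluorescence read on a plate reader as a viability signal; minus 50 percent equals half of cells still viable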
# An asterisk follows results filed as active. Not all compounds are listed; the hit share may differ from the screen's.
SMILES,TAG inh,TAG inh DAPI viability
Cn1cccc1Cc1nnc(SCC(=O)N2CCCC2)n1CCc1ccccc1,11,-11
CCOC(=O)C1=CN(Cc2ccco2)S(=O)(=O)N(CC)C1c1ccccc1 (stereo not drawn),-11,1
S=c1[nH]nc(-c2n[nH]c3c2CCC3)n1/N=C/C=C/c1ccccc1,10,-1
Cc1cccc(-c2c3c(=O)n(C)c(=O)n(C)c3cn2-c2ccccc2O)c1,2,-5
Oc1cccc2oc(=S)[nH]c12,1,1
CCOc1ccccc1NC(=O)CC1(CC(=O)N2CCOCC2)CCCC1,17,0
COc1ccccc1C(=O)Nc1ccc(S(=O)(=O)Nc2onc(C)c2C)cc1,2,-4
CN(C)c1ccc(C(=S)NCc2ccco2)cc1,-37,19
COc1ccc(NC(=S)Nc2ccccc2)c(OC)c1,-23,1
CC1CCN(c2c(NCC3CCC(C(=O)NCc4ccccc4)CC3)c(=O)c2=O)CC1 (stereo not drawn),9,-6
Cc1ccc(CC(=O)Nc2ccc(Cl)cn2)cc1,-10,2
Cc1ccc(S(=O)(=O)/N=C(/c2ccccc2)N(C)c2ccc(O)cc2)cc1,0,2
C#CCOCCOCCOCCNc1nc(N2CCOCC2)nc(N2CCN(C(=O)[C@H]([C@@H](C)CC)n3cc([C@@H](N)CC(C)C)nn3)CC2)n1,15,11
COC(=O)c1sc(N(C)C)c(C#N)c1-c1ccccc1,-5,4
CCN=c1sc(C(=O)NCCc2ccccc2)cc(=O)n1CC,8,-4
COc1ccc(F)cc1C(=O)C1CCCN(C(=O)C2=C(C)OCCO2)C1 (stereo not drawn),-9,-5
COc1ccc(NC(=O)C[C@H]2C(=O)N(C3CCCCC3)C[C@@H]2CSC)cc1,-3,-7
N/C(=N\NS(=O)(=O)c1ccccc1Cl)c1ccccn1,-22,-6
COc1ccc(C2/C=C\CN(C(=O)OCC3c4ccccc4-c4ccccc43)CC(=O)N2Cc2cccc(F)c2)cc1 (stereo not drawn),29,11
COc1ccc(CCNC(=O)Cn2cnc3c2c(=O)n(C)c(=O)n3C)cc1OC,-9,19
CC(C)(C)c1ccc(C(O)c2ncc(-c3ccccc3)[nH]2)cc1 (stereo not drawn),-24,9
O=C(C1CCC1)N1CCc2cc(S(=O)(=O)NCc3ccco3)ccc21,3,-10
Cc1nnc(SCC(=O)NC(=O)NCc2ccco2)s1,-21,12
CCCNC(=O)N1CCCC(C(=O)c2cccc(Cl)c2)C1 (stereo not drawn),-16,-7
c1cnc2nc(CSc3ncn[nH]3)cn2c1,1,15
CN(Cc1ccccc1)C(=O)Nc1ccc(Cl)cc1,-19,4
CNc1nc(-c2c[nH]c3ccccc23)cs1,26,-1
Cc1cc(NC(=O)CSCC(=O)OCC(=O)c2cccc(Br)c2)no1,4,-4
CN1C(=O)c2ccc(C(=O)NC3CCCCC3)cc2C1=O,0,2
Cc1ccc(/C=C2/SC(=S)N(CCC(=O)NCCCN3CCOCC3)C2=O)cc1,-11,4
O=C(Nc1ccc(Br)c(Br)c1)C1CCCO1 (stereo not drawn),8,1
COc1ccc(C(C)=O)cc1CSC(=N)N,-1,3
O=C(CN1C(=O)NC2(CCCC2)C1=O)Nc1ccc(S(=O)(=O)N2CCOCC2)cc1,-5,12
Cc1ccc(NC(=O)CCN2C(=O)NC3(CCCC3)C2=O)c(C)c1,-17,1
CCCOc1ccc(CN(C)c2ncnc(N)n2)cc1,-1,1
CC1=NNC(=O)C1CC(=O)N/N=C/c1ccncc1 (stereo not drawn),2,-1
O=C(Nc1nnc(S(=O)(=O)N2CCOCC2)s1)c1ccc(F)cc1,8,4
O=C(Nc1ccccc1)Nc1ccccc1-n1ccnc1,14,-3
CCN1C(=NCCc2cccs2)N[C@@H](c2cccs2)C(C(=O)OC)=C1C,8,22
O=C(CCSc1ccc(F)cc1)Nc1ccc(-n2cnnn2)cc1,-37,-5
O=S(=O)(NC1C2CC3CC(C2)CC1C3)c1ccccc1 (stereo not drawn),0,1
O=C(CC1SCCNC1=O)Nc1ccc(F)c(Cl)c1 (stereo not drawn),2,-16
Cc1cc2oc(=O)cc(-c3ccccc3)c2c(C)c1-c1ccc(CO)cc1,-3,-3
CC1(C)CC(=O)C2=C(C1)OC(/N=C/N1CCOCC1)=C(C#N)C2c1ccccc1 (stereo not drawn),-10,2
O=S(=O)(Nc1ccc(N2CCOCC2)cc1)c1ccc(F)cc1F,-17,13
CCN(CC(=O)NCc1ccc(Cl)cc1)C(=O)COc1ccc(C)cc1C,4,0
CCOC(=O)Cc1csc(NC(NC(=O)OCC)(C(F)(F)F)C(F)(F)F)n1,-8,1
CCC1CCCCN1C(=O)CCn1ccnc1 (stereo not drawn),-8,-6
COc1ccc(Nc2cc(Cl)nc(N)n2)cc1OC,-7,6
O=C(O)c1ccc([N+](=O)[O-])c2c1C(=O)c1ccccc1C2=O,-11,-4
CN1CCN(Cc2c(O)ccc3c2oc(=O)c2ccccc23)CC1,-27,4
CCOc1cc2[nH]c(=O)n(Cc3ccccc3)c(=O)c2cc1OCC,-18,4
O=C(O)[C@H]1CC=C[C@H]2CCN(Cc3ccc(Cl)c(Cl)c3)C(=O)[C@@H]12,1,-6
CCOc1cc(N2CCOCC2)c(OCC)cc1NC(=O)CN1C(=O)C2C3C=CC(C3)C2C1=O (stereo not drawn),-3,0
COc1ccc(S(=O)(=O)n2nc(OC(=O)c3cccs3)cc2NC(=O)c2cccs2)cc1,-5,-1
CC1CC(C)(C)NC(=S)S1 (stereo not drawn),-18,20
CC(=O)c1ccc(OCCCC(=O)OCC(=O)N2CCN(S(=O)(=O)c3ccc(C)cc3C)CC2)cc1,-10,-3
COC(=S)Nc1cccc(C(F)(F)F)c1,3,-2
Cc1ccc(S(=O)(=O)ON=C2CCN(S(=O)(=O)c3ccccc3)CC2)cc1,-11,5
CCOc1ccccc1N1CC(C(=O)Nc2cc(Cl)ccc2-n2cncn2)CC1=O (stereo not drawn),9,2
# Later entries
SMILES,TAG inh,TAG inh DAPI viability
Cc1cccc(C(=O)NCC(=O)NC2CCC(C)CC2)c1 (stereo not drawn),4,0
O=C(O)/C=C\C(=O)NCc1ccccc1,-14,-2
COc1ccc(CCNC(=O)C2CCCN(c3ncccn3)C2)cc1 (stereo not drawn),5,0
Fc1ccc2cnc(CCO[C@H]3CCCCO3)cc2c1,-25,2
Cc1cc(C)c(S(=O)(=O)N(C)CC(=O)NCc2ccncc2)c(C)c1,0,-13
COc1cc(/C=C/CN2CCN(CCC(C)C)C(CCO)C2)ccc1O (stereo not drawn),8,-13
C#CCn1c(=NC(=O)c2ccc(Br)s2)sc2cccc(OC)c21,-4,18
CCc1cccc2c(C(=O)CN3C(=O)NC4(CCc5ccccc54)C3=O)c[nH]c12 (stereo not drawn),49,-29
O=C(CCCn1c(=O)c2sccc2n(Cc2cc(=O)n3ccccc3n2)c1=O)NCc1ccco1,9,5
CCOC(=O)c1ccc2c(c1)n(CCO)c(C)[n+]2CC,-31,2
Cc1cccc(C)c1N(CC(=O)Nc1cc(Cl)ccc1Oc1ccccc1)S(C)(=O)=O,11,9
COc1ccc(CCNC(=O)c2cc([N+](=O)[O-])ccc2N2CCOCC2)cc1,11,9

# An excerpt from above in order of length of the SMILES, largest number first.
SMILES,TAG inh,TAG inh DAPI viability
CC(=O)c1ccc(OCCCC(=O)OCC(=O)N2CCN(S(=O)(=O)c3ccc(C)cc3C)CC2)cc1,-10,-3
CCOc1cc(N2CCOCC2)c(OCC)cc1NC(=O)CN1C(=O)C2C3C=CC(C3)C2C1=O (stereo not drawn),-3,0
O=C(O)[C@H]1CC=C[C@H]2CCN(Cc3ccc(Cl)c(Cl)c3)C(=O)[C@@H]12,1,-6
COc1ccc(S(=O)(=O)n2nc(OC(=O)c3cccs3)cc2NC(=O)c2cccs2)cc1,-5,-1
Cc1cccc(C)c1N(CC(=O)Nc1cc(Cl)ccc1Oc1ccccc1)S(C)(=O)=O,11,9
COc1ccc(CCNC(=O)c2cc([N+](=O)[O-])ccc2N2CCOCC2)cc1,11,9
CCOc1ccccc1N1CC(C(=O)Nc2cc(Cl)ccc2-n2cncn2)CC1=O (stereo not drawn),9,2
Cc1cc(C)c(S(=O)(=O)N(C)CC(=O)NCc2ccncc2)c(C)c1,0,-13
C#CCn1c(=NC(=O)c2ccc(Br)s2)sc2cccc(OC)c21,-4,18
COc1ccc(CCNC(=O)C2CCCN(c3ncccn3)C2)cc1 (stereo not drawn),5,0
CCOC(=O)c1ccc2c(c1)n(CCO)c(C)[n+]2CC,-31,2
Cc1cccc(C(=O)NCC(=O)NC2CCC(C)CC2)c1 (stereo not drawn),4,0
Fc1ccc2cnc(CCO[C@H]3CCCCO3)cc2c1,-25,2
COC(=S)Nc1cccc(C(F)(F)F)c1,3,-2
CC1CC(C)(C)NC(=S)S1 (stereo not drawn),-18,20

# Carrying on.
SMILES,TAG inh,TAG inh DAPI viability
CC(CO)Nc1nc(SCc2ccccc2)nc2sc3c(c12)CCC3 (stereo not drawn),8,-11
O=S(=O)(N[C@H](CO)Cc1ccccc1)c1ccc(Br)cc1F,-14,1
CS(=O)(=O)N1CCC(C(=O)Nc2cccc(C(F)(F)F)c2)CC1,8,-2
COc1ccc(C(C)=O)cc1COc1cc(C)c(Cl)c(C)c1,-15,19
O=C(O)CCC(=O)NCCn1c(-c2ccccc2)csc1=Nc1ccccc1,3,-2
Cn1c(=O)cc2c3c(c(N4CCCCC4)ccc31)C(=O)c1ccccc1-2,19,3
C[C@@H]1CN([C@@H](C)CO)C(=O)CCCn2nncc2CO[C@H]1CN(C)S(C)(=O)=O,-4,-1
CCCCN1C(C)=CC(=C2C(=O)c3ccccc3C2=O)C=C1C,11,-17
CCCn1c(SCC(N)=O)nnc1-c1ccco1,-3,4
COc1ccc(S(=O)(=O)NCC2CCC(C(=O)N3CCC4(CC3)OCCO4)CC2)cc1 (stereo not drawn),1,-9
Clc1ccc(-n2ncc3c(NCc4cccs4)ncnc32)cc1,-44,10
COc1cc2c(cc1OC)C1(CCCC1)C(N)=C2C#N,-10,0
CCOC(=O)N1CCc2c(sc(NC(=O)Cc3ccccc3)c2C(=O)c2ccc(OC)cc2)C1,18,-3
COCCN(C(=O)c1ccc(N2CCCC2=O)cc1)c1c(N)n(Cc2ccccc2)c(=O)[nH]c1=O,0,7
CCCCCn1c(SCCC(C)C)nc2c1c(=O)[nH]c(=O)n2C,-15,-2
N#CCN=C(c1ccccc1)c1ccccc1,1,-1
Cc1ccc2c(c1)C(=O)C(=O)N2Cc1ccc(Cl)cc1,19,-21
COc1cc(OC)c(S(=O)(=O)N2CCN(C(=O)c3ccco3)CC2)cc1NC(C)=O,-1,-2
Cc1cc(C(=O)NC2CCCC2)on1,1,0
COc1ccc(OCc2cc(C(=O)N3CCCC3)no2)c2ccccc12,12,-6
COC(=O)Cn1c(=O)c(C)nc2ccccc21,4,-2
O=C(NCc1cccc(F)c1)c1cccc(OC2CCN(C(=O)C3CC3)CC2)c1,-19,2
COc1ccc(CCNC(=O)C(=O)NCC2CCCN2S(=O)(=O)c2cccs2)cc1 (stereo not drawn),0,-3
CCCCn1nc(C(=O)Nc2ccc(-n3cnnn3)cc2)c2ccccc2c1=O,6,-4
CC1CCCC(NC(=O)COC(=O)c2c[nH]c(=O)[nH]c2=O)C1C (stereo not drawn),-6,-13
Cc1ccc(C(O)c2ncc(-c3ccccc3C(F)(F)F)[nH]2)cc1F (stereo not drawn),-14,7
Cc1ccc(NC(=O)C2CCCN2S(=O)(=O)c2ccc3c(c2)n(C)c(=O)c(=O)n3C)cc1 (stereo not drawn),-2,5
S=c1[nH]nc(CSCc2ccccc2Cl)n1C1CCCCC1,7,-13
CC(C)C1Oc2ccccc2N(CC(=O)N(Cc2ccncc2)Cc2ccco2)C1=O (stereo not drawn),-11,6
CCCOC(=O)Nc1nc2ccccc2o1,-11,9
CC1(C)CC(N=c2cc(-c3ccccc3)oc3ccc(Cl)cc23)CC(C)(C)N1,128,-60
O=C(NCCCN1CCOCC1)c1cc(S(=O)(=O)N2CCOCC2)ccc1Cl,-12,6
Cc1ccccc1NC(=O)NCc1cccnc1,-4,-1
Cc1noc(C)c1COc1ccccc1C(=O)N(C)CC(=O)Nc1ccc(Cl)c(Cl)c1,0,-7
CC(CCc1ccccc1)NC(=O)Cc1ccccc1 (stereo not drawn),-26,8
CCOc1ccc(CNC(=S)N/N=C/c2ccncc2)cc1,-7,0
CCOC(=O)c1c(C)oc2ccc(OCC(=O)C(C)(C)C)cc12,-20,-12
CN(NC(=O)c1ccccc1F)c1ncccc1[N+](=O)[O-],-2,-1
CN(Cc1ccccc1)C(=O)COc1ccccc1,-9,10
Cc1nc(N/N=C\c2ccc3c(c2)OCO3)sc1C,-5,9
O=[N+]([O-])c1cccc(C=NNc2ccccc2)c1,-16,4
O=C(CSc1nnc2ccc(-c3cccnc3)nn12)Nc1cccc(F)c1,19,-6
Cc1ccc(CC(=O)N2CCC(c3nc4c(nnn4Cc4ccccc4)c(=O)[nH]3)CC2)cc1,7,0
c1ccc2c(c1)nc(N1CCCCC1)c1ccccc12,-10,7
Cc1ccc(-n2ncc(Cl)c2C(=O)NC2CC2)cc1,6,-16
Cc1ccccc1Nc1nc(N)nc(COC(=O)c2c(C)noc2C)n1,5,-6
COCCNC(=O)c1ccc2c(c1)nc(C)n2-c1cccc(F)c1,-9,-1
Cn1cc(CC(=O)NCCCN2CCCC2=O)c2ccccc21,-5,-3
O=C(c1ccco1)N1CCN(c2ncccn2)CC1,-4,2
O=C(NCc1ccc(C(F)(F)F)cc1)c1cccc2c(-c3cccnc3)coc12,-42,2
O=C(NCc1ccc2c(c1)OCO2)c1ccc(S(=O)(=O)C(F)F)cc1,-1,-4
N/C(=N\OC(=O)c1ccccc1Cl)c1ccncc1,14,0
Nc1nc(Cl)c(C=O)c(N2CCCCC2)n1,10,-6
O=C(/C=C/c1ccc(OCCCF)cc1)Nc1ccnc(-c2cccnc2)n1,1,18
Cc1cccc(C)c1OCc1cc(C(=O)N2CCC(C3CCCCC3)C2)no1 (stereo not drawn),-15,-6

# Assay outcomes: PubChem BioAssay, Sanford-Burnham Center for Chemical Genomics
